Source: PubChem BioAssay (Broad Institute)
LGR2 antag – inhibitors of bursicon-induced LGR2 CRE-luciferase signal, primary screen, cell-based, HEK293, CRE-luciferase reporter, bursicon stimulation. Drosophila bursicon receptor LGR2 (rickets). bursicon-stimulated, 4 h. inhibition, % at 9.99 µM. 0.35% of 380,000 active. AID 720647, 2013;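 active means drop in luminescence signal, shown as inhibition above about 50% in the replicate tests, limit read from the data, passing the limit was not always enough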;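 further: agonist challenge used bursicon conditioned medium at about half maximal strength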
PglD inh – C. jejuni PglD acetyltransferase inhibitors, primary screen, biochemical, DTNB colorimetric, single point; inhibition, % at 12.5 µM; 0.098% of 360,000 active; purified PglD enzyme, DTNB colorimetric CoA detection; in the data active means inhibition above about 16%, passing the limit was not always enough; further: strong numbers were not always called active
PAX8 inh HTS – inhibitors of PAX8-driven TPO luciferase reporter, primary screen, RMG-I cells, single concentration; 1.2% of 360,000 active; SteadyGlo, 24 h; AID 652154, 2013; inhibition, % at 12.6 µM;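 active means mean replicate inhibition at least 60% with every replicate also reaching 60%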;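 further: luciferase light reporting Pax8 driven TPO promoter activity; plate controls were median of neutral control wells for no effect and mitoxantrone controls for full effect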
ARNT-TACC3 inh – disruptors of ARNT/TACC3 protein interaction, primary screen, biochemical, AlphaScreen, single concentration. Transforming acidic coiled-coil-containing protein 3 (Homo sapiens), Q9Y6A5. AlphaScreen His-ARNT PAS-B/GST-TACC3 binding, luminescence; TACC3 fragment carries E629A point mutation. inhibition, % at 9.99 µM. 0.66% of 390,000 active;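 active means mean inhibition of replicates at least 50% and at least half of replicates each reaching 50%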;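 further: 0% = complete ARNT plus TACC3 wells and 100% = ARNT alone without TACC3; many hits fall short of the cut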
PGC1a acetyl inh – inhibitors of PGC1a acetylation signal, primary screen, cell-based, U2OS, AlphaScreen, inhibitor mode; AlphaScreen anti-acetyl-lysine; with virally co-expressed GCN5 acetyltransferase; inhibition, % at 15.6 µM; 0.17% of 350,000 active;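 active means every replicate shows inhibition of at least 40%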;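 further: 0% = neutral control wells and 100% = positive control wells; some results beyond the cut were filed as inactive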
C2C12 statin – suppressors of statin myotoxicity in C2C12 myotubes, primary screen, cell-based, single point, plate reader | C2C12 myotubes + simvastatin, ATP luminescence, 48 h; scaled: DMSO 0, geranylgeraniol control 100 | rescue of ATP level, % at 7.49 µM | 0.78% of 330,000 active | AID 602340, 2012;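 active means mean ATP rescue above about 67%, or every replicate alone reaching that limit, limit read from the data, passing the limit was not always enough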;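 further: myotubes were challenged with 10 µM simvastatin during compound exposure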
INS-1E GSIS act – GLuc luminescence reporter in INS-1E cells, primary screen for activators of glucose-dependent secretion of insulin; 0.61% of 370,000 active; AID 743287, 2014; activation, % at 16.6 µM; INS-1E GLuc reporter insulin secretion, 2-3 h;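 active means lowest replicate activation of at least 40%, so every replicate reaches that level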;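 further: 0% = median of neutral control wells and 100% = median of IBMX positive control wells; some compounds called inactive have numbers as strong as hits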
Cneo AK release – Cryptococcus neoformans cell lysis inducers, primary screen, AK release luminescence, single concentration; C. neoformans lysis, adenylate kinase release luminescence, 4 h; normalised: neutral wells 0, clomiphene wells 100; lysis activity, % at 15 µM; 0.2% of 360,000 active; AID 651654, 2012;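 active means mean lysis activity across replicates of at least 80%, whatever share of replicates individually reach that level; inactive means mean lysis activity below 80%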
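Signal: Adenylate kinase release luminescence | Assay system: Log-phase Cryptococcus neoformans yeast cells | Input: Cells at 5 × 10^6 per mL | Buffer or medium: Fresh YPD growth medium | Compound: Single dose | Schedule: Static 4 h at 37 °C with compound, 1 h detection | Controls: Clomiphene | Read-out: Luminescence rise reflecting yeast cell lysis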
The depositor's hits bear a star; . = not tested or not shown; & = joins results of further samples.

SMILES	LGR2 antag	PglD inh	PAX8 inh HTS	ARNT-TACC3 inh	PGC1a acetyl inh	C2C12 statin	INS-1E GSIS act	Cneo AK release
COc1ccccc1NC(=O)N[C@H]1C=C[C@@H](CC(=O)N[C@@H](C)c2ccccc2)O[C@H]1CO	9.7	1.0	2.8	3.9	2.9	4.7	-0.3	-0.1
COc1ccc(/C=C/C(=O)N(C)C2CCCCC2)cc1Br	-18.1	.	-100.7	9.5	-7.2	.	-29.4	.
O=C(/C=C/c1ccccc1Cl)OCC(=O)c1ccc[nH]1	-34.2	6.1	-9.5	.	-5.9	1.4	14.3	0.9
COCCn1c(SCC(=O)Nc2ccc(NC(C)=O)cc2)nc2c([nH]c3ccccc32)c1=O	9.5	-5.6	-78.2	-3.4	0.1	.	1.3	-0.1
Cc1ccc(N2C(=O)N(CC(=O)NC(c3ccccc3)c3ccccc3)C(=O)C2C)cc1 (stereo not given)	.	-5.2	.	1.3	-5.6	.	.	2.7
Cc1oc2cc(Br)c(O)c(Br)c2c1-c1ccccc1	.	-1.5	.	-4.6	.	-4.7	.	-1.1
CCOC(=O)c1sc(C(=O)OCC)c(OCCO)c1OCCO	5.3	1.9	-0.8	-1.9	20.4	2.5	6.6	.
COc1ccc(S(=O)(=O)Nc2cccc3c2O[C@H](CN(C)Cc2ccc(Oc4ccccc4)cc2)[C@H](C)CN([C@@H](C)CO)C3=O)cc1	-6.7	-0.6	.	1.6	-0.5	-27.9	-11.9	5.7
CCOC(=O)CSC1=C(C#N)C(=O)NC2(CCCCC2)S1	.	3.6	.	4.1	5.3	-3.0	.	6.6
O=[N+]([O-])c1cc2c(c3cccnc13)COCO2	-0.9	.	4.2	16.8	.	.	-13.1	.
O=C(CCc1nnc(CCC2CCCCC2)o1)NCCc1ccccn1	-0.1	.	23.7	-5.3	.	.	-6.5	.
COc1ccc(NC(=O)C2=CN3CCS(=O)(=O)N=C3C=C2)c(OC)c1	-11.0	-4.4	-2.9	3.9	0.4	9.2	5.5	-0.3
O=C(C[C@@H]1C[C@@H]2c3cc(NC(=O)NC4CCCC4)ccc3O[C@@H]2[C@@H](CO)O1)NCc1ccc(Cl)cc1	-26.8	1.9	.	-3.5	-10.4	-2.3	9.7	9.7
NC(=O)c1cccc(-c2ccnc3c2CC(C(=O)NCc2ccco2)O3)c1 (stereo not given)	3.0	0.3	18.9	.	8.5	3.4	0.0	4.1
C[C@H](CO)N1C[C@H](C)[C@@H](CN(C)Cc2ccc(C(F)(F)F)cc2)Oc2c(NC(=O)Nc3ccc(C(F)(F)F)cc3)cccc2C1=O	22.0	-1.6	-45.9	0.3	28.6	33.6	0.3	0.8
CCOc1ccc2c(c1)C(=O)c1cc(OCC(=O)O)ccc1-2	12.8	-1.0	-3.3	9.6	24.3	5.1	-4.8	-2.6
C#CCN(C[C@H]1[C@H](OC(=O)NC2CCCC2)[C@H](OC(=O)NC2CCCC2)C[C@@H](C(=O)OC)[C@H]1C(=O)OC)S(=O)(=O)c1ccc(C)cc1	18.0	1.6	32.9	.	4.2	4.6	-26.5	-2.6
Cc1ccc(C(=O)C(=O)c2ccc(C)c(N)c2)cc1N	3.2	-1.6	21.3	3.5	-8.3	4.9	7.4	-0.3
COc1ccc([N+](=O)[O-])c(S(=O)(=O)c2ccc(Cl)cc2)n1	96.9*	11.2	82.1*	2.4	45.3*	.	59.1*	0.7
C[C@@H]1CN([C@@H](C)CO)C(=O)c2cc(NS(=O)(=O)c3cccs3)ccc2O[C@@H](C)CCCCO[C@@H]1CN(C)C(=O)Nc1cccc2ccccc12	21.6	1.5	13.8	-2.8	.	16.5	4.4	3.9
CC(C)CC(N)c1csc(Nc2ncccn2)n1 (stereo not given)	16.4	0.0	29.2	.	2.4	32.3	-0.6	-0.1
COc1ccc(S(=O)(=O)N(C)C)cc1NC(=O)COc1ccc2c(c1)CCC2	0.4	3.0	8.4	.	-0.6	-2.8	-16.9	6.9
COc1ccc(C2=NOC(COc3ccc([N+](=O)[O-])cc3)C2)cc1 (stereo not given)	-7.1	.	6.1	-10.3	-4.2	8.2	-1.9	.
O=C(/C=C/c1ccc([N+](=O)[O-])cc1)c1ccco1	0.6	4.4	-14.7	-1.5	-0.7	-10.4	-2.7	6.5
O=C(CCN1CCCCC1)NCC[C@@H]1CC[C@H](NC(=O)C2CC2)[C@@H](CO)O1	-2.6	1.2	1.2	-8.1	-19.7	-4.1	6.8	-2.0
C[C@H](O)C#Cc1cnc2c(c1)C(=O)N([C@@H](C)CO)C[C@@H](C)[C@@H](CN(C)Cc1cncnc1)O2	0.9	1.5	9.3	-2.7	0.2	41.6	15.6	-2.4
COCC(=O)N(C)C[C@H]1Oc2cc(C#CCC3CCCC3)ccc2S(=O)(=O)N([C@H](C)CO)C[C@H]1C	16.2	-1.0	69.5*	-2.1	-2.6	-2.4	-7.4	2.8
O=C(Nc1ncccn1)c1ccc([N+](=O)[O-])o1	4.1	.	-17.5	-13.1	.	.	-1.8	.
O=C(COC(=O)C1=COCCO1)Nc1ccc(F)cc1	-22.1	-5.6	3.9	-3.9	.	3.3	-7.9	3.9
C/C(=N\NC(=O)c1ccccc1O)c1ccc(Br)s1	-18.4	.	-93.9	3.8	.	.	-21.1	.
CN(C)C(/C=C/Nc1ccc(F)cc1)=C(C#N)C#N	.	-0.8	.	-1.6	20.7	0.4	.	-0.7
C[C@@H]1CN([C@@H](C)CO)C(=O)CCCn2cc(nn2)CO[C@H]1CN(C)S(=O)(=O)c1ccc(Cl)cc1	-21.5&2.2	4.6&0.8&-1.2	-1.2&-11.7	-16.6&-1.3	3.4&0.3&-7.5	8.8&9.3&8.6	0.4	-1.5&-3.1&6.6
C/C(=N\NC(=O)c1cc(-c2ccc(Br)s2)[nH]n1)c1ccncc1	-9.9	2.0	-3.7	-0.4	1.1	-35.9	33.2	4.9
CNC(=S)N1CCn2cccc2C1c1cc(OC)c(OC)c(OC)c1 (stereo not given)	13.3	.	17.0	2.5	3.4	.	-1.4	.
CC(C)NC(=O)N[C@H]1CC[C@@H](CC(=O)NCc2ccc(Oc3ccccc3)cc2)O[C@H]1CO	2.8	-3.8	2.3	-14.2	-2.0	-2.1	7.8	78.4
COc1ccccc1OCCNC(=O)c1cccc(S(=O)(=O)NCc2ccccc2)c1	-15.9	-3.7	17.6	.	-1.3	-12.6	-11.6	-0.3
Cc1ccc(S(=O)(=O)Nc2nc(N)n(-c3ccccc3)n2)cc1	10.9	.	1.7	-1.5	3.8	.	14.4	.
CO[C@H]1CN(C)C(=O)c2ccc(NC(=O)C3CC3)cc2OC[C@@H](C)N(C)C[C@@H]1C	-6.5	0.9	-15.1	33.7	7.3	-3.8	-1.5	-24.7
CCn1cc(/C=C(\NC(=O)c2ccc(OC)c(OC)c2)C(=O)N2CCN(C)CC2)c2ccccc21	3.5	-0.1	-6.0	3.5	7.0	6.3	9.3	0.7
COc1ccc2[nH]c(C)c(CN3CCCCC3)c(=O)c2c1	9.6	.	.	-0.8	3.0	.	8.3	.

Next section, overlapping the part above by 4 compounds.
SMILES	LGR2 antag	PglD inh	PAX8 inh HTS	ARNT-TACC3 inh	PGC1a acetyl inh	C2C12 statin	INS-1E GSIS act	Cneo AK release
Cc1ccc(S(=O)(=O)Nc2nc(N)n(-c3ccccc3)n2)cc1	10.9	.	1.7	-1.5	3.8	.	14.4	.
CO[C@H]1CN(C)C(=O)c2ccc(NC(=O)C3CC3)cc2OC[C@@H](C)N(C)C[C@@H]1C	-6.5	0.9	-15.1	33.7	7.3	-3.8	-1.5	-24.7
CCn1cc(/C=C(\NC(=O)c2ccc(OC)c(OC)c2)C(=O)N2CCN(C)CC2)c2ccccc21	3.5	-0.1	-6.0	3.5	7.0	6.3	9.3	0.7
COc1ccc2[nH]c(C)c(CN3CCCCC3)c(=O)c2c1	9.6	.	.	-0.8	3.0	.	8.3	.
c1ccc(Cn2c3ccccc3c3nnc(SCCN4CCCCC4)nc32)cc1	.	-7.3	0.1	.	38.8	.	.	5.2
NS(=O)(=O)c1ccc(NC(=S)NCc2ccc3c(c2)OCO3)cc1	-4.9	.	-1.4	3.9	.	.	11.7	.
Cc1ccccc1C(=O)NCC(=O)OC(C)C(=O)Nc1ccnn1C(C)C (stereo not given)	0.4	-0.5	-11.2	10.2	.	-4.8	19.5	0.5
CCCC#Cc1cnc2c(c1)C(=O)N([C@@H](C)CO)C[C@H](C)[C@@H](CN(C)C(=O)Nc1cc(F)ccc1F)O2	4.7	3.0	.	-5.0	7.0	11.7	-13.8	-1.9
CCn1c(O)c(C#N)c(C)cc1=O	6.6	-3.3	13.6	4.6	1.0	.	7.1	2.0
O=C1[C@H]2[C@@H](C3CC3)N3C(=O)CN(Cc4ccccn4)C(=O)[C@@]3(Cc3ccccc3)[C@H]2C(=O)N1c1ccccc1	-16.5	1.5	-15.1	0.6	-15.2	6.2	6.0	6.2
O=S1(=O)c2ccc(Br)cc2OC(COCc2ccccc2)CN1Cc1ccccc1 (stereo not given)	6.1	-7.8	1.9	-4.1	.	3.6	-7.2	-3.0
N#CC1=C(SCC(N)=O)NC(=O)CC1c1cccc2ccccc12 (stereo not given)	-7.0	-3.3	-2.6	-1.5	1.9	.	-4.5	-16.6
Cc1cccc(C(=O)Oc2ccc(/C=N/NC(=O)c3ccncc3)cc2)c1	-44.3	.	-11.1	1.1	.	.	-11.3	.
CCOC(=O)c1sc(NC(=O)CSC(=S)N2CCOCC2)nc1C	.	0.6	13.7	-3.8	3.7	.	.	3.0
COC(=O)c1ccccc1S(=O)(=O)N(CCCO)Cc1cc2c(C)ccc(C)c2[nH]c1=O	-4.1	.	.	-0.8	6.1	20.5	-3.0	.
CCCC(=O)Nc1ccc2c(c1)OC[C@@H](C)N(CC1CCCC1)C[C@@H](C)[C@@H](OC)CN(C)C2=O	3.9	1.4	0.7	-6.9	3.5	16.9	-6.9	-0.1
O=C(/C=C/c1ccccc1)NCCS(=O)(=O)N1CCN(c2ccc(F)cc2)CC1	5.1	.	19.5	-0.3	.	.	1.4	.
Cc1cccc(Cn2nnc3ccccc32)c1O	.	-6.7	-12.4	-25.7	5.6	-8.9	.	-2.4
CCn1nc(C)c(Br)c1C(=O)Sc1ccccc1Cl	8.5	8.3	-3.4	0.9	1.8	.	-11.2	-1.3
CCCCCC(=O)N/N=C/c1ccccc1[N+](=O)[O-]	-5.8	.	-24.1	-0.3	-13.4	.	3.8	.
O=C(NCc1cccnc1)c1ccc(Cl)c(S(=O)(=O)Nc2ccccc2C(=O)NCc2cccnc2)c1	0.5	-6.6	11.9	4.2	3.8	9.4	9.9	-1.1
CC(OC(=O)CNC(=O)c1ccco1)C(=O)N(C)c1ccccc1 (stereo not given)	9.6	.	4.6	-5.1	.	.	9.8	.
O=S(=O)(c1cccc2nsnc12)N1CCN(C/C=C\c2ccccc2)CC1	-12.9	1.0	.	11.8	2.0	-3.6	-7.9	0.4
COc1ccc(-c2n[nH]c3c2CN(C(=O)c2ccc(F)cc2)CC3)cc1	-8.9	-3.2	-4.5	0.9	8.5	-3.6	-6.1	-1.0
C=CCn1c(SCC(=O)Nc2ccc(F)cc2F)nnc1-c1cnccn1	-34.1	-1.5	-90.0	-5.7	-15.9	-4.5	22.5	0.3
